# Screens from PubChem.
# VLA-4 inh = inhibition in human VLA-4 binding assay, primary screen, VLA-4 allosteric modulator project, MLPCN library, flow cytometry, VLA-4 expressing cells. ligand binding flow cytometry. inhibition, % (about 7 µM as worked out from the volumes in the protocol). Integrin alpha-4 (Homo sapiens), P13612. AID 2557, 2010. hit rate 0.2% among 330,000; in the data active means inhibition above about 50%
# Target sequence (P13612 whole entry, looked up): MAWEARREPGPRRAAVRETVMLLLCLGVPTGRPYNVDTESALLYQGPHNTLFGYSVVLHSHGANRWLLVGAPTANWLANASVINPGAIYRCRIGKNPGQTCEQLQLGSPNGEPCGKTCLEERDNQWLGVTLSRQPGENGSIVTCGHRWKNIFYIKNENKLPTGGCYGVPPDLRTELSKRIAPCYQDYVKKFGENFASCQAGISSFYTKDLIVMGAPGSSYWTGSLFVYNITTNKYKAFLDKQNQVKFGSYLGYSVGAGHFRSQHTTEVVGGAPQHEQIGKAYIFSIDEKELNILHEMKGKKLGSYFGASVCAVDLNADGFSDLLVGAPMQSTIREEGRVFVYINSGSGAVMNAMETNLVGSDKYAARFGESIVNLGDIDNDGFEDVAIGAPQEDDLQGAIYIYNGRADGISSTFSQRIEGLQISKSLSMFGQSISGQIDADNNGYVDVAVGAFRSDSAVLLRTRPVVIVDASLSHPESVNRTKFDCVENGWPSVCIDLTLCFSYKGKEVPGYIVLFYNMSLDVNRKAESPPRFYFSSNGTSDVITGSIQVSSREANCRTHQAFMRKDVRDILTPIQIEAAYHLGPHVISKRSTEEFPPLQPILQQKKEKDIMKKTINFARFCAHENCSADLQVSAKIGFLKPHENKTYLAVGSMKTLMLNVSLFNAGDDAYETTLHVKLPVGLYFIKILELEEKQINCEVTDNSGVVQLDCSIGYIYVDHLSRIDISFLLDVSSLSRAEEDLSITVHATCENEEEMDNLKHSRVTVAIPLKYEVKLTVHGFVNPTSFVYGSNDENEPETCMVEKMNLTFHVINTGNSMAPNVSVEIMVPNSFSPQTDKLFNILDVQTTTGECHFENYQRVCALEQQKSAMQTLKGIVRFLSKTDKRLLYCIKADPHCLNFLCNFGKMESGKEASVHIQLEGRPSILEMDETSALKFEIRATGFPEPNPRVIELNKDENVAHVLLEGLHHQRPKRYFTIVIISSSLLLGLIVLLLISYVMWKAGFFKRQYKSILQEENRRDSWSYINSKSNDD
# MEP2-GFP yeast = modulators of MEP2-GFP levels in yeast, primary screen, S. cerevisiae, multiplex flow cytometry, MLPCN library; hit rate 0.51% among 330,000; GFP response vs DMSO, % at 10 µM; S. cerevisiae MEP2-GFP strain, 3 h; 100% = DMSO control level; AID 2016, 2009;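 active means GFP response versus DMSO above a set limit, roughly screen mean plus 3 SD, cut at about 180% in these data; inconclusive means fewer than 70 cells counted for a yeast strain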;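 further: median GFP fluorescence of the barcode-gated MEP2-GFP cells per well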
# LAP4 TOR yeast = modulators of LAP4-GFP expression in yeast, primary screen, S. cerevisiae, multiplex flow cytometry, MLPCN library; hit rate 0.34% among 320,000; GFP response vs DMSO, % at 10 µM; AID 2023, 2009; 3 h; median GFP as percent of DMSO wells;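 active means GFP response vs DMSO above a set limit, about the screen mean plus 3 SD, cut at about 150% in these data; inconclusive means under 70 cell events counted for the yeast strain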
# AGP1 TOR yeast = modulators of AGP1-GFP expression in yeast TOR pathway, primary screen, cell-based, multiplex flow cytometry, S. cerevisiae, MLPCN library; 3 h; GFP as percent of DMSO wells; hit rate 0.02% among 320,000; GFP response vs DMSO, % at 10 µM; AID 2066, 2009;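 active means GFP response relative to DMSO above a set limit, near screen average plus 3 SD, cut at about 150% in these data; inconclusive means fewer than 70 cells counted for the yeast strain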;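 further: median GFP channel fluorescence of the gated AGP1 strain per well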
# RPL19A-GFP yeast = RPL19A-GFP expression modulators in yeast, primary screen, cell-based, S. cerevisiae, multiplex flow cytometry, MLPCN | percent response vs DMSO, % at 10 µM | AID 2025, 2009 | hit rate 0.3% among 330,000 | S. cerevisiae RPL19A-GFP strain, 3 h; hits give low values;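 active means percent response vs DMSO below 50%; inconclusive means fewer than 70 events counted for the yeast strain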;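 further: median channel GFP fluorescence of the barcoded RPL19A-GFP strain; ratio of sample median GFP to plate DMSO average so 100% = DMSO; lower means less RPL19A-GFP as with rapamycin TOR inhibition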
# JMJD2C inh = inhibitors of GASC-1 histone demethylase, primary screen, biochemical, fluorescence, DELFIA europium. hit rate 0.069% among 330,000. GST-JMJD2C(1-420) H3K9me3 demethylation. inhibition, % at 2.35 µM;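 active means more than half of a compound's replicate wells show inhibition beyond 50%, single wells judged on their own value; inconclusive means some, but no more than half, of replicates pass 50% inhibition; inactive means no replicate passes 50% inhibition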;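 further: signal counts dimethyl H3K9 product captured on neutravidin plate; 0% = median of DMSO wells and 100% = 0.3 times that DMSO median; strong numbers were not always called active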
# GRK2 aptamer HTS = compounds blocking aptamer binding on GRK2 – biochemical, human GRK2, bead flow cytometry, HTS, primary screen; hit rate 0.59% among 330,000; inhibition of aptamer binding, % at 10 µM; Beta-adrenergic receptor kinase 1 (Homo sapiens), P25098; AID 488847, 2010; FAM-aptamer displacement from GRK2;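 active means inhibition of aptamer binding above 40%, roughly 3 SD of noise, on plates passing a quality check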;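 further: median bead fluorescence of bound FAM aptamer so fluorescent compounds give negative values; no value below 0 was filed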
# CIT2 TOR yeast = modulators of CIT2-GFP expression in yeast, primary screen, S. cerevisiae, GFP fusion, multiplex flow cytometry, MLPCN library; S. cerevisiae CIT2-GFP strain, 3 h; 100 means same as DMSO wells; hit rate 0.065% among 320,000; GFP response vs DMSO, % at 10 µM;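 active means GFP response relative to DMSO above a set limit, near the screen mean plus 3 SD, cut at about 150% in these data; inconclusive means Fewer than 70 cells measured for a yeast strain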;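 further: ratio of well median GFP fluorescence to mean of DMSO wells on the plate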
# An asterisk follows results filed as active; ? = inconclusive; . = no result given; & = joins results of further samples.
cpd	compound	VLA-4 inh	MEP2-GFP yeast	LAP4 TOR yeast	AGP1 TOR yeast	RPL19A-GFP yeast	JMJD2C inh	GRK2 aptamer HTS	CIT2 TOR yeast
1	O=C(Cn1cc(C(F)(F)F)ccc1=O)NC(c1ccccc1)c1ccccc1	13	97	87	93	102	5	2	97
2	O=c1oc2ccccc2cc1-c1nc(-c2cccs2)cs1	-13	103	106	102	98	31	9	101
3	CCS(=O)(=O)Nc1cccc(-c2cn3c(n2)SCC3)c1	-3	109	99	105	102	6	1	109
4	Cc1cc(NC(=O)c2cc([N+](=O)[O-])ccc2Cl)no1	8	119	.	.	105	-10	2	.
5	COc1ccc(OC)c(NC(=O)CNC(=O)Cn2c(C)cc3ccccc3c2=O)c1	3	96	94	91	96	0	0	98
6	O=S(=O)(NCc1ccccn1)c1ccc2c(c1)OCCO2	12	104	94	103	100	21	27	.
7	CCc1ccc(-c2nc(SCC(=O)N(C)C3CCS(=O)(=O)C3)n[nH]2)cc1 (stereo not drawn)	1	99	101	108	99	2	0	101
8	Cn1c(=O)oc2cc(S(=O)(=O)NCCC(=O)N3CC=C(c4ccccc4)CC3)ccc21	-5	100	99	102	99	0	3	107
9	Cc1cccc(OCc2nc(-c3cccnc3)no2)c1	3	105	96	87	95	7	0	95
10	COc1ccccc1C(=O)NC(=O)COC(=O)CCS(=O)(=O)c1ccc(C)cc1	34	98	108	107	98	-2	0	108
11	Cc1cnc(NC(=O)CSCc2c(C)noc2C)s1	2	99	98	94	97	3	1	91
12	COc1ccccc1CNC(=O)C1(NC(=O)Nc2ccc(C)cc2)CCCCC1	19	83	116	96	98	-3	0	80
13	CCC(N=c1cc(-c2ccc(OC)cc2)oc2ccc(C)cc12)C(=O)O (stereo not drawn)	16	105	102	99	99	-6	2	98
14	COC(=O)C1CCN(C(=O)C2CCC(=O)N(CCCc3ccccc3)C2)CC1 (stereo not drawn)	11	98	96	99	95	-17	0	99
15	CSc1n[nH]c2nc3c(c(=O)n12)C1(CCCC1)Cc1ccccc1-3	22	105	83	89	103	7	2	97
16	CN(CC(=O)Nc1ccccc1C(F)(F)F)Cc1c(O)ccc2ccccc12	-4	105	104	99	106	4	1	107
17	COc1ccc(CC(=O)NNC(=O)c2cnccn2)cc1	9	109	98	110	109	3	0	112
18	Cc1cccc(NC(=O)C[n+]2ccc(N(C)C)cc2)c1	-21	108	101	104	100	-13	0	108
19	CC(C)c1cccc(-c2ccc3c(c2)S(=O)(=O)c2cccc(C(=O)NC4CCCC4)c2C3=O)c1	-11	90	147	93	90	0	0	77
20	CCOC(=O)N1CCN(C(=O)c2oc3ccc(S(=O)(=O)N4CCCCCC4)cc3c2C)CC1	4	97	101	96	99	-17&-1	2	89
21	CC12CCC(C(=O)Nc3ccccc3N3CCOCC3)(CC1=O)C2(C)C (stereo not drawn)	1	98	100	97	98	4	0	101
22	Cc1cc(N2C(=O)C(O)=C(C(=O)c3cc4ccccc4o3)C2c2ccc(OC(C)C)cc2)no1 (stereo not drawn)	1	99	96	97	97	7	6	97
23	COc1cc(-c2cn(S(=O)(=O)c3cccc4nsnc34)nc2N)cc(OC)c1OC	-3	99	99	101	105	3	0	101
24	CC(C)(C)C(=O)Nc1cc2c3c(c1)CC(=O)N3CCC2	4	105	110	108	106	3	0	112
25	O=C(NC1CCCCC1)C1CCCN(S(=O)(=O)c2cccc3cccnc23)C1 (stereo not drawn)	7	98	106	98	93	0	0	89
26	CCc1cc(=O)oc2cc(C)cc(OCC(=O)NC(Cc3c[nH]c4ccc(O)cc34)C(=O)O)c12 (stereo not drawn)	0	107	105	104	97	?	3	100
27	Cc1ccc(Oc2ncccc2N)c2c1CCC2	9	96	111	96	98	5	0	82
28	O=C(NC1CC1)C1=C[C@H](c2csc3ccccc23)C[C@H](OCCCCO)O1	-16	83	83	88	86	1	2	83
29	COc1ccccc1Oc1ccc2c(c1)C(=O)N(c1cccc(O)c1)C2=O	5	103	110	104	101	-17	0	96
30	CCC(C)[C@@H](N)C(=O)N/N=C/c1ccc2ncccc2c1 (stereo partly drawn)	2	94	98	101	99	-13	0	101
31	Cc1ccccc1-n1c(=O)[nH]c(=O)c2c(N)c(C(=O)c3ccc(Cl)cc3)sc21	-8	101	93	101	103	3	4	102
32	COc1cccc(C(=O)Nc2c(C(N)=O)oc3ccccc23)c1	-5	99	99	86	103	-6	0	93
33	COCCn1c(Cc2ccccc2)nnc1SCC(=O)N1CCCCC1C (stereo not drawn)	-2	81	82	92	90	114	0	95
34	NC(=O)c1ccc(NC(=O)c2ccc3c(c2)CCN3S(=O)(=O)c2ccccc2)cc1	13	104	97	103	101	3	0	104
35	O=C(Nc1nc(-c2cc(Cl)sc2Cl)cs1)c1ccccc1	1	92	96	94	97	4	0	90
36	Cn1c(CC(=O)Nc2ccccc2Cl)nnc1SCC(=O)NC1CCCCC1	4	103	95	104	102	9	1	98
37	CS(=O)(=O)c1ccc(C(=O)N(Cc2ccccc2)c2ccccc2)cc1	11	107	94	99	106	7	0	100
38	O=C(Cn1ccnc1[N+](=O)[O-])NCc1ccccc1	-12	106	109	91	101	23	1	92
39	CS(=O)(=O)c1ccc(Cl)c(NC(=O)COC(=O)C23CC4CC(CC(C4)C2)C3)c1	-5	112	103	94	96	.	3	95
40	NC[C@H]1O[C@H](O[C@H]2[C@H](O)[C@@H](O[C@H]3O[C@H](CO)[C@@H](O)[C@H](N)[C@H]3O)[C@H](N)C[C@@H]2N)[C@H](N)C[C@@H]1O	8	88	107	87	98	-3	0	111

# Screen by screen, as entered above.
# CIT2 TOR yeast for entries 33 to 40, in order: 95, 104, 90, 98, 100, 92, 95, 111
# MEP2-GFP yeast for entries 33 to 40, in order: 81, 104, 92, 103, 107, 106, 112, 88

# Going on with the list.
cpd	compound	VLA-4 inh	MEP2-GFP yeast	LAP4 TOR yeast	AGP1 TOR yeast	RPL19A-GFP yeast	JMJD2C inh	GRK2 aptamer HTS	CIT2 TOR yeast
41	CCCCN1C2CCCC1CC(NC(=O)c1ccccc1Cl)C2 (stereo not drawn)	5	106	94	100	102	-6	3	106
42	O=C(NNC(=O)c1ccccc1-n1cccc1)c1ccc(Cl)cc1	-3	102	104	103	99	-40	0	91
43	Oc1ccc(Cl)cc1CNc1ccc(Br)cn1	11	95	125	91	93	-2	0	78
44	COc1ccc(/C(C)=C(\C#N)C(=O)OC(C)C)cc1OC	3	105	110	101	98	-12	3	97
45	CC(C)c1ccc(OCC(=O)N2CCN(c3ccccn3)CC2)c(Br)c1	16	104	109	103	108	4	9	112
46	O=C1CCC/C1=C/Nc1ccc2c(c1)OCO2	-1	104	111	101	98	-4	2	99
47	Brc1ccc(C2=Nn3c(nnc3-c3n[nH]c4c3CCC4)SC2)cc1	7	94	96	99	.	5	0	95
48	O=C(CCCOc1ccccc1)NC(=S)Nc1ccccc1	17	108	110	104	99	1	0	97
49	O=[N+]([O-])c1ccc(-c2ccc(/C=N/Nc3nc(N4CCCC4)nc(N4CCCC4)n3)o2)cc1	-339	102	124	85	116	2	0	95
50	CC(NC(=O)CN1CCN(c2cccc(Cl)c2)CC1)c1ccccc1 (stereo not drawn)	7	102	97	97	101	7	1	103
51	CC(C)c1ccc(NC(=O)COC(=O)c2cc(=O)[nH]c3ccccc23)cc1	13	101	93	96	98	7	0	96
52	Cc1c(C(C)NC(=O)c2ccc3nc(Cc4ccccc4F)oc3c2)cnn1C (stereo not drawn)	-10	103	108	101	101	-3	4	99
53	CN1c2ccccc2-c2nc3ccccc3n2C1c1cccs1 (stereo not drawn)	20	147	109	100	98	-6	1	99
54	Cc1nc(CNS(=O)(=O)c2ccccc2F)cs1	11	106	109	109	103	2	1	108
55	C[C@H](NC(=O)c1ccco1)C(=O)NCc1cccs1	-12	97	94	95	90	22	0	86
56	N#CC1=C(N)Oc2cc3c(cc2C1c1ccc(Cl)cc1)OCO3 (stereo not drawn)	-11	108	96	106	100	0	0	102
57	CC(C)Nc1nc2ccccc2c(=O)[nH]1	11	100	104	104	98	-7	1	.
58	CS(=O)(=O)N(CC(=O)NCCSCc1c(F)cccc1Cl)c1ccc2c(c1)OCO2	-2	90	95	.	91	-13&4	0	87
59	CCN(CC)c1ccc(/C=N/N2CCN(c3ccccc3OC)CC2)cc1	1	109	91	102	106	4	2	105
60	Cc1cc(=O)oc2cc3c(cc12)OCCN3	3	95	99	64	98	-5	4	79
61	O=C(Nc1c(C(=O)O)[nH]c2ccccc12)c1cccc(C(F)(F)F)c1	5	104	103	113	99	11	0	97
62	Cc1cccc[n+]1CC(=O)c1ccc(NC(=O)c2ccccc2)cc1	11	111	101	96	98	-9	2	105
63	Cc1nc2cc(-c3ccc(F)cc3)[nH]n2c(=O)c1C	-14	101	98	99	97	4	1	100
64	CN(C)C(=O)COc1ccc2cc(-c3ccccc3)c(=O)oc2c1	-2	101	103	97	100	0	1	104
65	Oc1ccc(N2CCN(c3ncnc4sc5c(c34)CCC5)CC2)cc1	15	108	113	104	104	1	2	102

# Shown with values ahead of the structure: entries from further up
no.	VLA-4 inh	MEP2-GFP yeast	LAP4 TOR yeast	AGP1 TOR yeast	RPL19A-GFP yeast	JMJD2C inh	GRK2 aptamer HTS	CIT2 TOR yeast	SMILES
41	5	106	94	100	102	-6	3	106	CCCCN1C2CCCC1CC(NC(=O)c1ccccc1Cl)C2 (stereo not drawn)
46	-1	104	111	101	98	-4	2	99	O=C1CCC/C1=C/Nc1ccc2c(c1)OCO2

# A draw from above in order of molecular weight, ascending.
cpd	compound	VLA-4 inh	MEP2-GFP yeast	LAP4 TOR yeast	AGP1 TOR yeast	RPL19A-GFP yeast	JMJD2C inh	GRK2 aptamer HTS	CIT2 TOR yeast
57	CC(C)Nc1nc2ccccc2c(=O)[nH]1	11	100	104	104	98	-7	1	.
63	Cc1nc2cc(-c3ccc(F)cc3)[nH]n2c(=O)c1C	-14	101	98	99	97	4	1	100
61	O=C(Nc1c(C(=O)O)[nH]c2ccccc12)c1cccc(C(F)(F)F)c1	5	104	103	113	99	11	0	97
